# Screens (PubChem BioAssay)
# TRHR enhancer – allosteric enhancers of human TRH receptor; enhancement, % at 2 µM; 0.66% of 360,000 active; P34981; AID 493056; TRHR cells, fluo-8 calcium fluorescence, EC20 TRH enhancement; in the data active = enhancement above about 30%; also: 0% is about no effect
# Target sequence (P34981 whole entry, looked up): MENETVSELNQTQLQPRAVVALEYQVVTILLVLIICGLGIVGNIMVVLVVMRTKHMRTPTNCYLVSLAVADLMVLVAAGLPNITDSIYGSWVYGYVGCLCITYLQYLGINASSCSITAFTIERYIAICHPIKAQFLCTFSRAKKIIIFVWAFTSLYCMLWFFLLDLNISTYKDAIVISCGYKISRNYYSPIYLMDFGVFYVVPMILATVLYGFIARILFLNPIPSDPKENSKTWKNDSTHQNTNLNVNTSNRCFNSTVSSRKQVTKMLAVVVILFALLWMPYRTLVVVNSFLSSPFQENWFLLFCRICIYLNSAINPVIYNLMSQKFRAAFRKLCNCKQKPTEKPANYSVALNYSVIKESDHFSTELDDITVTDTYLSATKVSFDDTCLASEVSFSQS
#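 Enhancer read-out: after compound pinning and an initial kinetic agonist-mode read, an EC20 of TRH (10 nM final) was injected and fluo-8 calcium signal (Ex 480/Em 530) followed at 1 s/cycle for 100 cycles in TRHR-expressing cells.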
# D2 antag – antagonists of human D2 dopamine receptor; P14416; HEK293 TREx D2 cells, calcium flux, dopamine EC80; inhibition, % at 10 µM; 2% of 340,000 active; AID 485344; in the data active = inhibition above about 30%; also: 0% is about no effect
#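 Overnight-induced (tetracycline, 30 C) HEK293 T-REx cells carrying force-coupled D2 receive a no-wash calcium dye, then compound, then EC80 dopamine at 180 s; signals are read kinetically throughout.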
# rTrxR1 inhibitor – inhibitors of rat thioredoxin reductase 1. O89049. recombinant rTrxR1, NADPH fluorescence consumption, selenite substrate. Potency, µM (doses to about 114 µM), without a hit: at the highest dose activity change, negative = inhibition, actives largely listed as inhibitors. 1% of 390,000 active; also: potency is read from the fitted curve at half-maximal effect; % is scaled to controls: 0 for no effect and ±100 for the full control effect; nearly all actives have a fitted effect of over 65% in size
#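 Rat TrxR1 (90 nM in the dispensed reagent) was pre-reduced with 400 uM NADPH for 5 min at room temperature, then incubated with compound for 15 min. After 400 uM selenite was added, NADPH fluorescence (Ex 340/Em 450 nm) was followed for 8 min.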
# IDH1 R132H inh – inhibitors of human mutant IDH1 R132H; O75874; IDH1-R132H enzyme, NADPH consumption, diaphorase/resazurin fluorescence; Potency, µM (highest dose often 76.6 µM), without a hit: top-dose activity change, negative = inhibition, hits mostly inhibitors; 0.093% of 390,000 active; AID 602179; also: potency is read from the fitted curve at half-maximal effect; % is scaled to controls: 0 for no effect and ±100 for the full control effect; nearly all actives have a fitted effect of over 65% in size
#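 IDH1-R132H (0.5 ug/mL) preincubated 30 min with compound, then NADPH (0.016 mM) and alpha-KG (2 mM) added; 80 min at RT, pH 7.5. Remaining NADPH coupled via diaphorase/resazurin to fluorescence (540/590 nm); concentration-response curves normalized to no-enzyme control.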
# USP1-UAF1 inh – inhibitors of human USP1/UAF1 deubiquitinase | O94782 | recombinant USP1/UAF1, Ub-Rhodamine cleavage fluorescence | Potency, µM (doses to about 57.1 µM), without a hit: at the top dose activity change, negative = inhibition, actives largely listed as inhibitors | 0.23% of 390,000 active | AID 743255; also: potency is read from the fitted curve at half-maximal effect; % is scaled to controls: 0 for no effect and ±100 for the full control effect; nearly all actives have a fitted effect of over 60% in size; inactives centre near -12
#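 Step one: compound is pinned into 1nM USP1/UAF1 in HEPES pH 7.8 buffer with TCEP. Step two: 15 min room-temperature incubation. Step three: Ub-Rho (150nM final) starts cleavage, tracked by fluorescence over six one-minute reads.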
# TRHR ag – agonists of human TRH receptor; P34981; TRHR cells, calcium flux fluo-8, FDSS agonist mode; activation, % at 2 µM; 0.18% of 360,000 active; AID 493084; in the data active = activation above about 30%; also: 0% is about no effect
#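 Fluo-8-loaded TRHR cells; 10 s baseline, compound added, kinetic Ca2+ fluorescence read 1/s, agonist mode.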
# D2 ag – activates the human D2 dopamine receptor | activation, % at 2 µM | HEK293 T-REx D2 cells, calcium flux agonist mode | AID 485358 | 0.53% of 340,000 active;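 active = activation over 3 SD above normal in the single-dose calcium agonist read, cut at about 30% in these data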; also: 0% is about no effect
#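 Calcium-flux readout, 1 cycle/sec over 180 s following compound pin transfer, in inducible HEK293 Trex D2 cells (force-coupled); dopamine controls included. Positive calcium responses during this window marked compounds as potential agonists.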
# PI4K2A block – PI4K2A (human) kinase inhibition. purified PI4K2A, ADP-Glo luminescence, 1 h; hits give low values. activity change, negative = inhibition, % at 76.9 µM. 0.13% of 420,000 active. AID 1346378; in the data active = activity change below about -50%; inconclusive = mostly about -30% to -49%;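 also: -100% = wells without enzyme as full effect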
# Target sequence (Q9BTU6 whole entry, looked up): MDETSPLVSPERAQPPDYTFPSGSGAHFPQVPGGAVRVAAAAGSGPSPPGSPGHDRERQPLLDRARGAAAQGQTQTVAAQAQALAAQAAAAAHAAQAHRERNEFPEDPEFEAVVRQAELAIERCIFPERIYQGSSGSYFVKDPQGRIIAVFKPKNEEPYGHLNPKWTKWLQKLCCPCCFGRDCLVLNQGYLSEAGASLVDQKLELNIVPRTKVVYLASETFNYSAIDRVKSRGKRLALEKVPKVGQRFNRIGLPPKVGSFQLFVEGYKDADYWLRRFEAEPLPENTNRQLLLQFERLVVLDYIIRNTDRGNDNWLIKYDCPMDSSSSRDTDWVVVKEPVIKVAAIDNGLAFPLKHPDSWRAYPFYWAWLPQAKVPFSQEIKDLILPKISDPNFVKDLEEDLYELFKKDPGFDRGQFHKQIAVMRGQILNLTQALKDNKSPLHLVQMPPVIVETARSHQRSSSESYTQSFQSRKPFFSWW
#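 Compounds are screened against recombinant PI4K2A using PI as substrate and ATP, the latter dispensed at 300 microM. Reactions run one hour at ambient temperature before ADP-Glo detection; full inhibition defined by wells lacking enzyme.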
# TrxR1 substrate – substrates of rat thioredoxin reductase 1. purified TrxR1 substrate turnover, NADPH consumption readout. Potency, µM (titrated, usually from 114 µM), for inactives: at the highest dose activity change, negative = substrate turnover. 0.01% of 390,000 active. AID 588456; also: potency is read from the fitted curve at half-maximal effect; % is scaled to controls: 0 for no effect and ±100 for the full control effect; nearly all actives have a fitted effect of over 50% in size
#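 Rat TrxR1, dispensed at 90 nM, was prereduced with 400 uM NADPH (final) for 5 min at ~22 deg C, then incubated with compound 15 min before 400 uM selenite. A first-read NADPH fluorescence drop versus no-compound background flagged substrates.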
# Active calls of the source: *; ? = inconclusive; / = no result given; [ ] = dose if it differs, or a comment. Unless noted, calls follow the shape of the dose curve; as a rule, active = well fitted inhibition curve with a large enough effect; inconclusive = small, poorly fitted or top-dose-only effect; inactive = no such curve, though single readings can be large or run the other way.
Molecule	TRHR ag	USP1-UAF1 inh	IDH1 R132H inh	D2 antag	TrxR1 substrate	rTrxR1 inhibitor	D2 ag	PI4K2A block	TRHR enhancer
Cc1ccc(Cl)cc1NC(=O)N1CCc2cc(S(=O)(=O)N3CCC(C)CC3)ccc21	0.0	-24%	/	/	15%	41%[activator]	-0.7	2	4
CNC(=O)NC(=O)COc1c(F)c(F)cc(F)c1F	1.1	-14%	0%	12	13%	21%	0.2	1	-1
Cc1cccc(Nc2nnc(SCC(=O)NCC3CCCO3)s2)c1 (centres undefined)	/	-10%	2%	/	-10%	-14%	/	6	/
COc1ccc2c(c1)[C@H]1[C@H](CO2)[C@H](c2ccccc2)[C@]2(C)C(=O)Nc3cc(F)ccc3C(=O)N12	/	-31%	-1%[38.3 µM]	/	1%	2%	/	4	/
O=C(NCc1cccc(Cl)c1)c1ccc2c(c1)SC1=NS(=O)(=O)CCN12	0.2	-21%	2%	-1	-3%	27%	0.4	0	6
NC(=O)/C(=C/c1cccnc1)NC(=O)c1ccccc1	0.3	2%	0%	-3	4%[57.1 µM]	16%[57.1 µM]	0.8	6	-1
COC(=O)[C@]1(C)N[C@H](CN(C)S(=O)(=O)c2ccc(OC(F)(F)F)cc2)[C@@H]2C(=O)N(Cc3ccccc3)C(=O)[C@@H]21	/	-34%	8%	/	-1%	13%	/	-1	/
COc1nc(Cl)cn(-c2ccc(Cl)cc2)c1=O	-0.5	-15%	-6%	-6	-2%	-29%	-1.5	3	6
COc1cc(C2C3C(=O)N(Cc4ccccc4)C(=O)C3ON2c2ccccc2)cc(OC)c1O (centres undefined)	1.1	-6%	-8%	-37	6%[57.1 µM]	14%[57.1 µM]	-1.3	9	10
Cc1ccc(C(C)C)cc1OCC(=O)Nc1nnc(C2CC2)s1	/	-12%	0%	/	2%	8%	/	2	/
CCN(c1ccccc1)S(=O)(=O)c1nnc(NC(=O)C2CCCCC2)s1	0.0	8%	-2%	/	-4%	6%	0.8	0	12
COc1ccc(OC)c(S(=O)(=O)N2CCCC2C(=O)N2CCc3ccccc3C2)c1 (centres undefined)	-0.4	-22%	7%	4	-1%	17%	-0.7	-9	3
CCOc1ccc(C2NC(=O)NC(c3ccccc3)=C2C(C)=O)cc1OC (centres undefined)	0.5	-13%	1%	2	-3%	20%	0.7	-7	3
COc1ccccc1CNS(=O)(=O)c1ccc(C)cc1	-1.1	-14%	18%	-15	0%[57.1 µM]	30%[57.1 µM]	-0.5	-6	6
COc1ccc(C(=O)OC(C)C(=O)Nc2cc(C(F)(F)F)ccc2Cl)c(OC)c1OC (centres undefined)	0.3	-12%	7%	8	0%	29%	0.8	-3	4
N=C1CCC(=N)c2c1c(O)c1ccccc1c2O	3.5	25µM*	12%	-3	2%	?	1.4	?	-3
CC(=O)C[C@@H](O)CC(=O)[C@H]1OC(=O)[C@H](C)CCCCc2ccccc21	/	-25%	4%	/	2%	0%	/	1	/
Cc1[nH]n(C(N)=S)c(=O)c1N=Nc1cccc([N+](=O)[O-])c1C	-0.1	-24%	-10%	-2	-8%	3%	-0.7	2	-1
Cc1ccc(-c2csc(/C=C3\SC(C)C(=O)N3CC(=O)Nc3ccccc3F)n2)cc1 (centres undefined)	1.1	-9%	0%	9	2%	-4%	0.9	1	-5
CCOC(=O)Cc1n[nH]c(=O)c2ccccc12	-0.6	-13%	0%	1	-1%	0%	0.3	2	-3
O=C(Nc1ccccc1Sc1ccccc1)c1ccccc1	-1.0	-8%	5%	2	-10%	-7%	0.3	3	-6
Cc1ccc(-c2csc(N(CCO)CCCn3c(C(F)(F)F)nc4ccccc43)n2)cc1	-0.2	?	4%	-41	3%	12%	-1.5	-2	6
Cc1ccc(-n2nc3c(c2NC(=O)c2cccs2)CS(=O)(=O)C3)cc1	0.2	-10%	2%	-3	-7%	-14%	0.3	-4	1
COc1ccc(C2CC(C(F)(F)F)n3nc(C(=O)Nc4c(C)n(C)n(-c5ccccc5)c4=O)c(Cl)c3N2)cc1 (centres undefined)	-0.1	/	/	-2	/	/	-0.5	/	-2
Cc1nc(C)c(NC(=O)OC(C)C)cc1NC(=O)OC(C)C	0.8	-11%	-5%	-8	-1%	11%	1.3	0	3
CC(C)(C)C1CCc2sc(C(=O)NNC(=O)CCl)cc2C1 (centres undefined)	-1.1	-17%	?	-3	1%	-10%	0.4	11	-4
CC(=O)NC(CC(=O)OCC(=O)Nc1cc(S(=O)(=O)N2CCCCC2)ccc1C)c1ccccc1 (centres undefined)	/	-7%	2%	/	-7%	1%	/	3	/
Cc1cc(C)nc(N/N=C/c2cn[nH]c2-c2ccccc2)n1	-0.6	-27%	-6%	9	-7%	-7%	-0.2	8	-5
O=c1oc2ccccc2cc1-c1cn2cccnc2n1	0.2	-7%	1%	4	65%[activator]	-12%	0.9	1	2
O=C(Cc1ccc(-n2c(=O)c3sccc3n(CC(=O)Nc3ccccc3F)c2=O)cc1)NCc1ccco1	-0.3	-12%	4%	-17	5%	8%	1.8	-16	-2

# A section of the results above:
Molecule	TRHR ag	USP1-UAF1 inh	IDH1 R132H inh	D2 antag	TrxR1 substrate	rTrxR1 inhibitor	D2 ag	PI4K2A block	TRHR enhancer
Cc1nc(C)c(NC(=O)OC(C)C)cc1NC(=O)OC(C)C	0.8	-11%	-5%	-8	-1%	11%	1.3	0	3
CC(C)(C)C1CCc2sc(C(=O)NNC(=O)CCl)cc2C1 (centres undefined)	-1.1	-17%	?	-3	1%	-10%	0.4	11	-4

# Remaining list, next part.
Molecule	TRHR ag	USP1-UAF1 inh	IDH1 R132H inh	D2 antag	TrxR1 substrate	rTrxR1 inhibitor	D2 ag	PI4K2A block	TRHR enhancer
CCc1ccccc1NC1Nc2cc(C)nn2S1 (centres undefined)	0.1	-9%	3%	8	6%[57.1 µM]	8%[57.1 µM]	0.3	1	-2
CC1CCC2C(=O)N(c3ccc(S(=O)(=O)c4ccccc4)cc3)C(=O)C2C1 (centres undefined)	1.0	-14%	4%	-7	5%[11.4 µM]	16%	0.7	-4	6
CC(C)(C)Nc1nc(NN)nc(NC(C)(C)C)n1	0.2	-33%	8%	-15	-5%	2%	-0.2	23	9
COC(=O)c1ccccc1NS(=O)(=O)c1ccc(NC(C)=O)cc1	2.2	-14%	7%	-7	-18%[57.1 µM]	23%[57.1 µM]	0.8	4	2
CC(O)CNC12CC3CC(CC(C3)C1)C2 (centres undefined)	0.6	-16%	0%	5	6%	20%	-0.2	-1	1
CCCCC(=O)Nc1ccc2c(c1)nc(CCNC(=O)c1ccco1)n2C	-0.3	-21%	9%	-25	1%	10%	0.9	0	1
O=C(N[C@@H](c1ccccc1)[C@@H]1C[C@H]1C(=O)O)OCc1ccccc1	1.0	-18%	3%	7	0%	?	0.1	-3	10
O=c1cc(-c2ccc(O)cc2)oc2c([C@@H]3O[C@H](CO)[C@@H](O)[C@H](O)[C@H]3O)c(O)c([C@@H]3O[C@H](CO)[C@@H](O)[C@H](O)[C@H]3O)c(O)c12	0.1	-16%	5%	24	-3%[57.1 µM]	-18%[57.1 µM]	-0.6	2	-7
Cc1ccc(C(=O)NNc2cc(N3CCCC3)nc(N3CCCC3)n2)cc1	/	14µM*	-10%	/	-11%	-3%	/	-1	/
COc1ccccc1NC(=O)N(Cc1ccco1)Cc1cc2cc(C)cc(C)c2[nH]c1=O	0.2	-7%	2%	12	-2%[11.4 µM]	?	0.1	-3	-3
Cc1cccc(N2CCN(C(=O)Cn3c(C)c4cnn(-c5ccccc5)c(=O)c4c3C)CC2)c1C	-1.7	-23%	0%	/	-5%	-8%	0.8	-13	-3
Cc1ccsc1C(=O)N1CCC(CO)(Cc2ccccc2)CC1	0.1	-12%	-8%	-3	-9%	-5%	-0.2	-5	5
Cc1ccc(-c2nn(C)c(=O)c3ccccc23)cc1CNC(=O)Cn1nc(-c2ccccc2)c2ccccc2c1=O	0.5	/	/	-3	/	/	-0.2	/	-3
CCOc1cc(/C=C/c2ccc3cccc([N+](=O)[O-])c3n2)ccc1OCC(=O)N(C)C	-1.3	-23%	7%	25	-11%	37%[57.1 µM]	0.9	-7	-5
Cc1ccc(C)c(CSC2=NCCN2C(=O)c2cccs2)c1	0.6	-16%	5%	-21	-6%[57.1 µM]	15%[57.1 µM]	-2.3	1	-5
O=C(CNCc1ccco1)Nc1ccc(Oc2ccccc2)cc1	0.1	-21%	6%	-7	-1%	-9%	-1.1	-1	2
CCc1ccc(C(=O)c2cn(CC(=O)NCCc3ccccc3)c3nc(C)ccc3c2=O)cc1	-0.3	-6%	0%	/	0%[57.1 µM]	9%[57.1 µM]	/	1	-1
COc1ccc(CCNC(=O)Cn2nnc(C(=O)Nc3ccc(Br)cc3)c2N)cc1OC	-0.5	-19%	11%	-43	3%	13%	0.9	-4	7
N#C/C(=C/c1cccnc1)c1ccccc1	-0.6	-1%	5%	-1	-3%[57.1 µM]	5%[57.1 µM]	0.7	-2	-7
Cc1ccccc1NC(=O)N1CCNC(=O)C1CC(=O)Nc1cc(Cl)ccc1Cl (centres undefined)	0.2	-21%	1%	4	-7%	6%	0.2	-1	-4
CNC(=O)Cn1c(C)cc(=O)c2cccc(OC)c21	0.6	0%	5%	/	68%[activator][57.1 µM]	2%[57.1 µM]	/	-1	5
COc1ccc(OC)c(S(=O)(=O)N2CCC(C(=O)Nc3ccccc3)CC2)c1	0.5	-13%	-5%	6	5%	26%	-0.2	-4	1
CC(=O)c1ccc(NC(=S)NCc2cccnc2)cc1	0.2	-18%	11%	-12	-2%	-19%	8.4	1	-4
Cc1nc2cc(-c3ccc(F)cc3)nn2c(N2CCOCC2)c1C	0.2	/	/	-5	/	/	0.2	/	4
COc1ccc(C(=O)Nc2nnc(C3=COCCO3)o2)cc1	0.8	-22%	-7%	-6	1%	18%	0.4	-12	-6
